High-throughput results deposited in PubChem by National Center for Advancing Translational Sciences (NCATS).
CBFb-RUNX1 inh = qHTS Assay for Compounds Blocking the Interaction Between CBF-beta and RUNX1 for the Treatment of Acute Myeloid Leukemia. AlphaScreen CBFb-His/RUNX1-biotin binding, biochemical. 230,000 tested, under 10 active. Runt-related transcription factor 1 (Homo sapiens) + Core-binding factor subunit beta …. Potency, µM (top dose mostly 59.8 µM), for inactives: at the top dose activity, negative = inhibition, usual class: inhibitors; further: % of control where 0% means no effect
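CBFb-His/RUNX1-biotin, 30 nM each, preincubated 20 min RT; compound 15 min RT; Ni + streptavidin beads 50 ng each, 90 min RT; AlphaScreen read.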
NPSR antagonist = qHTS Assay for Antagonists of the Neuropeptide S Receptor: cAMP Signal Transduction; hit rate 1% among 220,000; CHO-NPSR cells, cAMP TR-FRET, antagonist mode; Q6W5P4; AID 1461, 2008; Potency, µM (top dose mostly 38.3 µM), without a hit: top-dose activity change, negative = inhibition, hits mostly inhibitors; further: potency means the concentration at half of the fitted maximal effect; on the % scale 0 is the no-effect control and ±100 the full control effect; nearly all actives have a fitted effect of over 50% in size; many of its hits are not listed in these tables
Target sequence (Q6W5P4 whole entry, looked up): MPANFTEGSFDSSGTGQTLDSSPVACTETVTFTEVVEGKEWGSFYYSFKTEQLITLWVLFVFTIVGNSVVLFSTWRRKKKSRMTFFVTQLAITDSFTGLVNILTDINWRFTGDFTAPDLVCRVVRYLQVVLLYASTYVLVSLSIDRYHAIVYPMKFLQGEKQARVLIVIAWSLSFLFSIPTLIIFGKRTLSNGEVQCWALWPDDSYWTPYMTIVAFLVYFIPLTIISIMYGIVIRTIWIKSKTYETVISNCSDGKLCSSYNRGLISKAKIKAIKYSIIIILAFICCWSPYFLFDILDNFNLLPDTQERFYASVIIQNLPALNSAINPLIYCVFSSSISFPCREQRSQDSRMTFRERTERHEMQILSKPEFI
TRb SRC2 PPI = qHTS for Inhibitors of the Interaction of Thyroid Hormone Receptor and Steroid Receptor Coregulator 2. hit rate 0.065% among 280,000. Thyroid hormone receptor beta (Homo sapiens), P10828. Potency, µM (top dose mostly 106 µM), for the others: top-dose activity change, negative = inhibition, most hits filed as inhibitors. TRbeta-SRC2 peptide binding, fluorescence polarization; receptor liganded with 1 µM T3;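 further: potency means the concentration at half of the fitted maximal effect; plate controls were bound peptide for no effect and peptide without receptor for full effect; nearly all actives have a fitted effect of over 50% in size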
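Decrease in fluorescence polarization of 20 nM Texas Red SRC2 coactivator peptide flagged inhibition of its binding to 0.6 uM TRb LBD; 1 uM T3 included, incubation 5 hr, ex 555/em 632 nm.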
aGal spleen mod = qHTS Assay for Inhibitors and Activators of Human alpha-Galactosidase From Spleen Homogenate; Alpha-galactosidase A (Homo sapiens), P06280; human spleen homogenate, 4MU-alpha-Gal fluorescence, 40 min; Potency, µM (titrated, usually from 80 µM), for the others: at the highest dose activity change, negative = inhibition, most hits filed as inhibitors; hit rate 0.008% among 240,000; AID 2107, 2009;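 further: potency means the concentration at half of the fitted maximal effect; 0% = enzyme with vehicle and -100% = no enzyme basal signal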
Target sequence (P06280 32-429 limits assumed): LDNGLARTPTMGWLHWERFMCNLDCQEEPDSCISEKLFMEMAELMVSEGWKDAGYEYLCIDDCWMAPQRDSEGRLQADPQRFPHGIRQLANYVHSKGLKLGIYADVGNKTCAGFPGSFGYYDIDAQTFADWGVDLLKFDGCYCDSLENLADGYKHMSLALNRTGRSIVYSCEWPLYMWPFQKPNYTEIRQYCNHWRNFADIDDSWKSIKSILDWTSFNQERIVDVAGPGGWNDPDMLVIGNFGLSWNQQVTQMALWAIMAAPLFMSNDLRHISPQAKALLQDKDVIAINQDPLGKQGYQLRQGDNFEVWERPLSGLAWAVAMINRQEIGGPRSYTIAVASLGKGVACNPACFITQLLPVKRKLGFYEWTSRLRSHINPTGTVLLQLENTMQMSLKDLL
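Human spleen homogenate (1 ug) as enzyme source, 4-methylumbelliferyl-alpha-D-galactopyranoside 1 mM final, citrate/phosphate pH 5.0 with 0.01% Tween-20. Compounds 40 min at 37C, NaOH/glycine stop; fluorescence Ex 365/Em 440, Hill-fit AC50.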
Tau fluor counter = Counterscreen qHTS for Inhibitors of Tau Fibril Formation, Fluorescence Polarization | tau K18 P301L Alexa594 fluorescence, heparin fibrillization | AID 1463, 2008 | Potency, µM (doses to about 57.7 µM), for the others: at the highest dose activity change, negative = decrease | hit rate 0.93% among 280,000; further: potency means the concentration at half of the fitted maximal effect; on the % scale 0 is the no-effect control and ±100 the full control effect; nearly all actives have a fitted effect of over 55% in size
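Human tau K18 P301L (15 uM unlabeled, 0.24 uM Alexa 594-labeled) in 100 mM sodium acetate pH 7 with 20 uM heparin, 6 hr at 37 C. ThT 30 uM added, 1 hr ambient; Alexa 594 FP and total fluorescence read at 555/632 nm.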
TR SRC2 fluor cs = Total Fluorescence Counterscreen for Inhibitors of the Interaction of Thyroid Hormone Receptor and Steroid Receptor Coregulator 2. Potency, µM (series often up to 106 µM), for the others: top-dose fluorescence change, negative = quenching. hit rate 0.29% among 280,000. TRb/SRC2 Texas Red total fluorescence interference; active means well fitted curve in either direction with a large enough effect; inconclusive means small, poorly fitted or top-dose-only effect; further: potency means the concentration at half of the fitted maximal effect; on the % scale 0 is the no-effect control and ±100 the full control effect
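Human TRb ligand-binding domain at 0.6 uM with 20 nM Texas Red SRC2 peptide in Tris buffer containing 1 uM T3 and 5% DMSO, incubated with compound 5 h at ambient temperature. Total fluorescence (555/632 nm) calculated as parallel + 2 × perpendicular.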
Epigenetic reg = Quantitative High-Throughput Screen for Regulators of Epigenetic Control; murine LDR cells, GFP reporter derepression, 30 h; Potency, µM (titrated, usually from 53.9 µM), inactives show at the highest dose GFP activation, hits mostly activators; hit rate 0.2% among 280,000; AID 1865, 2009; further: potency means the concentration at half of the fitted maximal effect; % of control where 0% means no effect; nearly all actives have a fitted effect of over 60% in size
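Derepression of a silenced CMV-GFP reporter in murine LDR cells is scored by enumerating GFP-positive cells with a laser-scanning microplate cytometer after 30 hours of treatment at 37 C.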
Tau FP inhib = qHTS for Inhibitors of Tau Fibril Formation, Fluorescence Polarization | Microtubule-associated protein tau (Homo sapiens), P10636 | Potency, µM (titrated, usually from 57.7 µM), for inactives: top-dose activity, negative = inhibition, hits mostly inhibitors | hit rate 0.39% among 280,000 | K18 P301L tau heparin fibrillization, Alexa594 FP, 6 h | AID 1468, 2008; further: potency means the concentration at half of the fitted maximal effect; on the % scale 0 is the no-effect control and ±100 the full control effect; nearly all actives have a fitted effect of over 55% in size
Target sequence (P10636 561-689 P618L limits assumed): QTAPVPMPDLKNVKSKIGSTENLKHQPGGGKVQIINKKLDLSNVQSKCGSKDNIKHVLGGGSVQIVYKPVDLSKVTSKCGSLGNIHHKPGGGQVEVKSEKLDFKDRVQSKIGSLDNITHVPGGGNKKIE
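Read-out: fluorescence polarization of Alexa 594-labeled tau (0.24 uM), 555 nm excitation, 632 nm emission. Mixtures held 15 uM unlabeled K18 P301L, compound and 20 uM heparin, pH 7 acetate buffer, incubated 6 hr at 37 C.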
Active calls of the source: *; ? = inconclusive; . = not tested or not shown; [ ] = remark or other dose. Unless noted, the call rests on the fitted dose curve; in most records, active means well fitted curve in the direction sought with a large enough effect; inconclusive means small, poorly fitted or top-dose-only effect, or another doubt; inactive means no such curve, though single readings can be large; an effect the other way counts as inactive or inconclusive.

structure	CBFb-RUNX1 inh	NPSR antagonist	TRb SRC2 PPI	aGal spleen mod	Tau fluor counter	TR SRC2 fluor cs	Epigenetic reg	Tau FP inhib
CCOC(=O)c1ccc(CC2S/C(=C(\C#N)C(C)=O)NC2=O)cc1 (stereo not given)	0%	-20%[46.1 µM]	1%	-4%	-23%	-4%	0.1%	3%
N#C/C(=C\c1ccc(Cl)cc1)c1n[nH]c(Cn2cncn2)n1	-1%	-4%[46.1 µM]	1%	6%	-5%	3%	0.1%	3%
Cc1ccc(S(=O)(=O)N2CCCOC2CNC(=O)C(=O)NCCCn2ccnc2)cc1 (stereo not given)	2%	22%	-6%	-3%	-11%	-2%	1.0%	-8%
O=C(NCC(=O)N(CC1CCCO1)C(C(=O)NC1CCCCC1)c1ccccc1)c1cccs1 (stereo not given)	7%	-9%[46.1 µM]	-7%	-13%	-5%	1%	-0.9%	4%
CC(C)n1c(SC2CCOC2=O)nc2ccccc21 (stereo not given)	9%	-7%[46.1 µM]	-3%	-16%	-16%	1%	-1.0%	-10%
O=S(=O)(Nc1ccc(N=Nc2ccccc2)cc1)c1ccccc1	?	-49%	-2%	-1%	?	-2%	1.0%	?
CC([NH2+][O-])C(C)(C)NO (stereo not given)	0%	0%[46.1 µM]	-22%	1%	-6%	2%	-0.9%	-2%
N#Cc1ccsc1NC(=O)COC(=O)CCCSc1nc2ccccc2s1	-2%	-6%[46.1 µM]	7%	5%	?	4%	4.2%	8%
Cc1ccc(C)c(S(=O)(=O)N2C(=S)NC(=O)C2CC(C)C)c1 (stereo not given)	4%	-13%[46.1 µM]	-3%	5%	-8%	1%	1.0%	-2%
Cc1ccc(NC(=S)N(CCN2CCOCC2)Cc2cc3cc4c(cc3[nH]c2=O)OCO4)cc1	6%	13%	-4%	4%	-13%	1%	0.9%	-1%
C[C@@H](C(=O)N[C@@H](Cc1ccccc1)C(=O)O)n1nnc2ccccc2c1=O	6%	20%	-2%	-1%	4%	0%	3.8%	9%
COC(=O)CC1C(=O)NCCN1C(=S)Nc1cc(C)cc(C)c1 (stereo not given)	-4%	18%	12%	-5%	-18%	-2%	6.6%	-15%
CCCC1(C(=O)OC)C=C2C(=C(c3ccccc3)C(=O)C2C)CN1 (stereo not given)	21%	.	0%	0%	-15%	-6%	2.3%	-5%
CCOC(=O)C1(Cc2ccc(OC)cc2)CCN(C(=O)Cn2cnnn2)CC1	16%	2%	-3%	1%	-7%	-5%	-0.1%	-4%
O=S(=O)(c1ccccc1)N1CCN(C(=S)Nc2ccc(F)cc2)CC1	5%	-14%	-1%	-3%	-2%	2%	6.7%	6%
COc1ccc(-c2ccc(-c3noc(-c4cc(OC)cc(OC)c4)n3)c(OC)n2)cc1	.	.	7%	.	-17%	2%	1.0%	2%
Cc1cc(C)c2[nH]c(=S)cc(C)c2c1	-2%	19%[46.1 µM]	-5%	2%	-11%	-6%	1.5%	4%
O=C(CCN1C(=O)c2ccccc2C1=O)N1CCN(Cc2ccc(Cl)cc2Cl)CC1	-6%	-16%[46.1 µM]	-1%	-4%	3%	0%	-0.8%	5%
O=C(N/N=C/c1cc(Br)cs1)c1c[nH]c2ccccc12	-3%	?	3%	-8%	-10%	1%	-0.1%	2%
COc1ccc(C(=O)CSc2nnc(CN3CCCCC3)n2-c2ccc(F)cc2)cc1	-1%	16%	-3%	-3%	-5%	1%	-1.1%	3%
COc1ccc(NC(=O)Cn2nnc(-c3ccccc3NC(=O)c3ccco3)n2)cc1	4%	-11%[46.1 µM]	1%	6%	?	-2%	-10%	?
COc1ccc(C(=O)Nc2nnc(-c3cccs3)s2)cc1	-3%	-14%[46.1 µM]	3%	9%	-1%	0%	0.7%	0%
O=C(NCC1CCCN(Cc2cccc(OCCO)c2)C1)c1ccc(F)cc1 (stereo not given)	6%	-9%	-4%	1%	-5%	-2%	4.3%	-2%
COc1ccc(-n2c(=O)n(Cc3ccccc3)c(=O)c3[nH]cnc32)cc1	6%	5%[7.67 µM]	5%	-1%	1%	-3%	-1.4%	0%
N#Cc1c(N)nc2c3c(sc(=N)c2c1N)NC(=O)CC3c1c(F)cccc1Cl (stereo not given)	3%	?	-18%	2%	?	-11%	-1.1%	5%

In a second layout: entries from further up
Cc1ccc(S(=O)(=O)N2CCCOC2CNC(=O)C(=O)NCCCn2ccnc2)cc1 (stereo not given)
  CBFb-RUNX1 inh = 2%
  NPSR antagonist = 22%
  TRb SRC2 PPI = -6%
  aGal spleen mod = -3%
  Tau fluor counter = -11%
  TR SRC2 fluor cs = -2%
  Epigenetic reg = 1.0%
  Tau FP inhib = -8%
COc1ccc(C(=O)CSc2nnc(CN3CCCCC3)n2-c2ccc(F)cc2)cc1
  CBFb-RUNX1 inh = -1%
  NPSR antagonist = 16%
  TRb SRC2 PPI = -3%
  aGal spleen mod = -3%
  Tau fluor counter = -5%
  TR SRC2 fluor cs = 1%
  Epigenetic reg = -1.1%
  Tau FP inhib = 3%
CCOC(=O)C1(Cc2ccc(OC)cc2)CCN(C(=O)Cn2cnnn2)CC1
  CBFb-RUNX1 inh = 16%
  NPSR antagonist = 2%
  TRb SRC2 PPI = -3%
  aGal spleen mod = 1%
  Tau fluor counter = -7%
  TR SRC2 fluor cs = -5%
  Epigenetic reg = -0.1%
  Tau FP inhib = -4%

Three structures already listed, arranged by number of heavy atoms, high to low:
structure	CBFb-RUNX1 inh	NPSR antagonist	TRb SRC2 PPI	aGal spleen mod	Tau fluor counter	TR SRC2 fluor cs	Epigenetic reg	Tau FP inhib
O=C(NCC1CCCN(Cc2cccc(OCCO)c2)C1)c1ccc(F)cc1 (stereo not given)	6%	-9%	-4%	1%	-5%	-2%	4.3%	-2%
C[C@@H](C(=O)N[C@@H](Cc1ccccc1)C(=O)O)n1nnc2ccccc2c1=O	6%	20%	-2%	-1%	4%	0%	3.8%	9%
CCCC1(C(=O)OC)C=C2C(=C(c3ccccc3)C(=O)C2C)CN1 (stereo not given)	21%	.	0%	0%	-15%	-6%	2.3%	-5%

The list continues:
structure	CBFb-RUNX1 inh	NPSR antagonist	TRb SRC2 PPI	aGal spleen mod	Tau fluor counter	TR SRC2 fluor cs	Epigenetic reg	Tau FP inhib
CCCc1cc(C(=O)NCc2ccccc2)no1	14%	-6%[46.1 µM]	-5%	-2%	4%	0%	-0.8%	-8%
Cc1ccc(-c2csc(=S)[nH]2)cc1	-5%	-7%	-5%	-2%	-11%	-9%	-0.2%	-11%
COc1ccc(-c2noc(-c3nnn(-c4ccc(C(C)C)cc4)c3C)n2)cc1OC	.	.	8%	.	-17%	-2%	0.0%	7%
Cc1cc(=O)[nH]c2ccccc12	1%	6%[46.1 µM]	3%	-1%	3%	-4%	0.0%	0%
CCN1C(=O)C(CC(=O)Nc2c(C)cccc2C)SC1=Nc1ccc(S(N)(=O)=O)cc1 (stereo not given)	-3%	-7%	-13%	8%	-1%	-1%	0.0%	-3%
O=c1c(F)cn(C2CCCO2)c(=O)n1Cc1ccc(Cl)cc1 (stereo not given)	4%	-20%	-2%	2%	17%	-2%	1.1%	11%
COc1ccc(NC(=S)NCCN2CCC(C)CC2)cc1Cl	3%	-3%	11%	6%	-6%	0%	-1.2%	-2%
COc1cccc(CN2c3ccccc3-c3nc(SCC(=O)Nc4ccccc4Cl)ncc3S2(=O)=O)c1	.	.	7%	.	?	-5%	-1.8%	?
CC1CCCCC1NC(=O)COC(=O)/C=C/c1ccc2c(c1)OCO2 (stereo not given)	3%	-1%	-5%	0%	-11%	-5%	-1.6%	-12%
COC(=O)/C(=C\c1ccc([N+](=O)[O-])o1)NC(=O)c1ccccc1	-1%	-6%[46.1 µM]	-1%	6%	-6%	-5%	0.1%	0%
O=C(NCCc1ccccc1)c1ccc2nc(-c3ccco3)c(-c3ccco3)nc2c1	?	?	9%	11%	?	28µM*[quencher]	1.3%	?
CC1=C(C(=O)Nc2cccc(C(F)(F)F)c2)C2(CCN(C(C)C)CC2)OC1=O	.	.	0%	.	-6%	3%	-5.1%	-6%
COCCn1c(CNC(=O)c2ccccc2C)nc2cccnc21	.	.	-2%	.	-1%	-6%	1.1%	3%
CC(C)(C)c1ccc(C(=O)NCc2cccnc2)cc1	2%	-18%[46.1 µM]	1%	-4%	-4%	1%	2.9%	?
CC(C)(C)c1nnc(N/N=C/c2ccc(Br)cc2)n(N)c1=O	-1%	0%	2%	5%	-4%	0%	-3.0%	6%
COc1ccc(CCNC(=O)Cn2cnc3sc(C)c(-c4ccc(F)cc4)c3c2=O)cc1OC	3%	-31%	-7%	-2%	-22%	-1%	-0.1%	2%
C/C(=N\NC(=O)c1c(Cl)c(C)nn1C)c1ccc(NC(=O)COc2ccc(Cl)cc2C)cc1	-2%	-8%[46.1 µM]	-1%	10%	-8%	-1%	-3.4%	6%
COc1ccc(-n2c(C)nnc2SCc2nc(-c3ccc(OC)c(OC)c3)no2)cc1	.	.	-3%	.	-4%	7%	-1.9%	-1%
Nc1ccc2oc(=O)ccc2c1I	2%	.	2%	-2%	.	-2%	.	.
COc1ccc(N2CCN(CC(O)COc3ccc(C)cc3C)CC2)cc1 (stereo not given)	.	.	15%	.	?	-2%	-3.2%	0%

An excerpt; the hit share may differ from the screen's.
